M1 ag parental: counter-screen for M1 agonists: effect in parental CHO-K1 cells; Fluo-8 calcium fluorescence; scaled to maximal ATP response, vehicle zero; activation, % at 3 µM; 360,000 tested, 0.48% active; in the data active = activation above about 15%;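 also: untransfected CHO-K1 host cells lacking M1 receptor as counterscreen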
V1aR counter: activates human V1a receptor in oxytocin agonist counter-screen; AID 2797; activation, % at 3 µM; 320,000 tested, 0.25% active; P37288; CHO-V1R cells, Fluo-8 calcium fluorescence, agonist mode; 0% DMSO, 100% 3 nM vasopressin;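 active = activation above the mean activation of all tested compounds plus 3 SD, per screening run, cut at about 20% in these data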;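 also: signal is peak over basal fluorescence ratio across a 100 second FLIPR read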
Target sequence (P37288 whole entry, looked up): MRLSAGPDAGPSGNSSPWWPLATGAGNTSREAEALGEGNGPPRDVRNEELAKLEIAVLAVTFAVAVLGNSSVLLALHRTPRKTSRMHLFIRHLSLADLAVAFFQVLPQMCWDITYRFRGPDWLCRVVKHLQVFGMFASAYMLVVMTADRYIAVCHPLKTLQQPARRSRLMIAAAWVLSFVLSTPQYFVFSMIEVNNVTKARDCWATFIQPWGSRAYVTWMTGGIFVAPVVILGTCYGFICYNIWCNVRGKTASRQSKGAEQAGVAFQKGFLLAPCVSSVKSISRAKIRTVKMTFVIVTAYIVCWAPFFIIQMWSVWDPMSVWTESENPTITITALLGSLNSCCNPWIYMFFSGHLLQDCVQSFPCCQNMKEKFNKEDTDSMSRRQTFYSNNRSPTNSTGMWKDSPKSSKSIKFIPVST
M1 PAM parental: M1 PAM counterscreen hit in parental CHO-K1 cells; ATP EC20, Fluo-8 calcium fluorescence; 0% at ATP EC20, 100% at ATP max; activation, % at 3 µM; 360,000 tested, 0.02% active; AID 602247;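 active = activation above the run cutoff, the mean activation of all test compounds plus 3 SD, cut at about 40% in these data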;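 also: peak over basal fluorescence ratio in a 140 s read after ATP addition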
CHO parental Ca: counter-screen: ATP calcium response change in parental CHO cells; parental CHO-K1, ATP-induced calcium, Fluo-8 fluorescence; inhibition, % at 5.6 µM; 330,000 tested, 0.63% active;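 active = inhibition above that plate's mean sample inhibition plus 3 SD, cut at about 26% in these data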;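 also: 0% = ATP-challenged DMSO wells and 100% = DMSO wells without ATP; some compounds past the cut are filed as inactive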
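Material: Parental CHO cells | Reagent: ATP | Compound dosing: Single nominal dose of 5.6 µM per compound | Detection: Intracellular calcium via Fluo-8 no-wash fluorescent dye | Read-out: % inhibition of ATP-induced calcium mobilization | Benchmarks: Low control ATP plus DMSO, high control DMSO only | Replicates: Singlicate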
GPR7 antagonist: human neuropeptides B/W receptor 1 antagonism | AID 1861 | 290,000 tested, 1.1% active | P48145 | GPR7-expressing cells, fluorescence antagonist assay | inhibition, % at 4.4 µM; in the data active = inhibition above about 16%, passing the limit was not always enough;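 also: cells stimulated with the agonist NPW; 0% = agonist with vehicle and 100% = vehicle without agonist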
Target sequence (P48145 whole entry, looked up): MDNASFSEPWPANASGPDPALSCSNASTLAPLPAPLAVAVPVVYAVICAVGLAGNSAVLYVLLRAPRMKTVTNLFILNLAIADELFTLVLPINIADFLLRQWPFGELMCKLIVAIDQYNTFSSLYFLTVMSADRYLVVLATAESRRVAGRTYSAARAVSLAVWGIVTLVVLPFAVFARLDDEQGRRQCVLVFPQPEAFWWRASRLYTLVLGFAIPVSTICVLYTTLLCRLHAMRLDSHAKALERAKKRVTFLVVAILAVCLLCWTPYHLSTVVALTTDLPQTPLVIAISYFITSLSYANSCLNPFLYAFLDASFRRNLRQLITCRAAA
CHO-K1 Ca antag: nonselective inhibitor or artifact in parental CHO-K1 cells | ATP-induced calcium, Fluo-8 fluorescence | inhibition, % at 3 µM | 360,000 tested, 0.6% active;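 active = inhibition above a per-plate cutoff, the plate's mean sample inhibition plus 3 SD, cut at about 24% in these data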;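 also: 0% = DMSO plus EC80 ATP and 100% = DMSO alone without ATP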
OXTR agonist: activates the human oxytocin receptor; AID 2435; CHO-OTR cells, Fluo-8 calcium fluorescence; normalized: DMSO 0%, oxytocin 100%; 320,000 tested, 0.32% active; P30559; activation, % at 3 µM;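 active = activation above the mean of all tested compounds plus 3 SD, cutoff set per screening run, cut at about 20% in these data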;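 also: peak over basal fluorescence ratio from a 100 s FLIPR kinetic read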
TAAR1 antag: antagonists of human TAAR1 | inhibition, % at 3 µM | 360,000 tested, 1.5% active | CHO RD-HGA16 TAAR1, Fluo-8 calcium fluorescence, antagonist;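 active = inhibition above a per-plate cutoff, the mean inhibition of test compounds on that plate plus 3 SD, cut at about 49% in these data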;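 also: 0% = DMSO plus EC80 beta-PEA response and 100% = DMSO alone without agonist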
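Assay system: RD-HGA16 CHO cells with stable hTAAR1 and Gα16 / Reagent: EC80 β-phenethylamine stimulus / Doses: 3 µM, single point / Timing: dye loading 75 min at 37 °C, then 30 min room temperature / Measured by: Fluo-8 intracellular calcium dye fluorescence, real-time kinetic reads / Controls: vehicle wells and EC80 agonist wells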
OXTR potentiate: potentiators of human oxytocin receptor. P30559. CHO-OTR cells, Fluo-8 calcium fluorescence, potentiator mode; 0% = oxytocin EC15, 100% = EC100. activation, % at 3 µM. 320,000 tested, 0.061% active;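 active = activation above that plate's cutoff, the mean activation of tested compounds plus 3 SD, cut at about 6.6% in these data, passing the limit was not always enough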;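 also: 100% uses oxytocin at 75 nM as the full agonist control; some results filed as inactive read as strong as hits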
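Replication – single well per compound, singlicate · Assay system – CHO cell line stably expressing human OTR · Timing – 6 min pre-incubation, 100 s read · Measure – normalized max/min fluorescence ratio, % activation · Doses – 3.0 µM, one dose · Detection – Fluo-8 calcium dye fluorescence · Probe or stimulus – oxytocin near EC15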
Active calls of the source: *; x = not tested or not shown. Hits appear at their usual frequency; 3.5% or so of the library scored in one or more.

Start of the listing, in advance:
SMILES,M1 ag parental,V1aR counter,M1 PAM parental,CHO parental Ca,GPR7 antagonist,CHO-K1 Ca antag,OXTR agonist,TAAR1 antag,OXTR potentiate
O=C(OCc1ccccc1)c1cccc(-c2nnn(Cc3ccccc3)n2)c1,1.2,3.1,15,1,5,-9,4.8,21,-11
COc1ncnc(OC)c1NC(=O)c1ccc(F)cc1,0.1,0.2,-3,-13,-5,5,0.4,11,-16

This part in full, repeating the preview:
SMILES,M1 ag parental,V1aR counter,M1 PAM parental,CHO parental Ca,GPR7 antagonist,CHO-K1 Ca antag,OXTR agonist,TAAR1 antag,OXTR potentiate
O=C(OCc1ccccc1)c1cccc(-c2nnn(Cc3ccccc3)n2)c1,1.2,3.1,15,1,5,-9,4.8,21,-11
COc1ncnc(OC)c1NC(=O)c1ccc(F)cc1,0.1,0.2,-3,-13,-5,5,0.4,11,-16
CCc1nnc(NC(=O)Cc2cc(OC)c(OC)c(OC)c2)s1,0.7,0.1,-10,-10,4,3,-0.1,4,-4
CCOC(=O)C(NCCc1ccccc1F)(NC(C)=O)C(F)(F)F (stereo unspecified),0.9,0.4,19,-14,-12,-15,0.1,51*,6
Cc1ccc(F)c(S(=O)(=O)NC(=O)C2(C)CCN2C(=O)COc2ccc(Cl)cc2)c1 (stereo unspecified),0.6,x,11,x,x,6,x,-6,x
Cc1cc(Cl)c2oc(C(=O)N3CCN(C(=O)c4ccco4)CC3)c(C)c2c1,1.6,2.8,-20,-25,-14,-7,-1.3,-6,-6
COc1cc(NC(=O)C(C)Oc2ccccc2)c(C(=O)O)cc1OC (stereo unspecified),0.4,-0.3,9,-5,-8,-6,-2.0,-16,-10
Cc1nc(N2CCN(C)CC2)c2c(C)c(C(=O)Nc3ccc(F)cc3)sc2n1,0.3,1.7,-5,-25,-2,9,2.3,1,-9
Cc1[nH]c2ccccc2c1C(C[N+](=O)[O-])c1cccs1 (stereo unspecified),-0.1,2.3,3,-10,-24,-1,-1.5,14,-12
CC(C)c1nnc(NC(=O)CCC(=O)N2CCN(C3c4ccccc4-c4ccccc43)CC2)s1,0.3,0.9,9,-18,-6,2,2.9,-10,1
COc1ccc(-c2ccc3c(c2)S(=O)(=O)c2cccc(C(=O)O)c2C3=O)cc1OC,0.1,0.9,5,1,x,3,0.8,10,-2
Cc1ccc(SCC(=O)Nc2nnc(C(C)(C)C)s2)cc1,-0.7,1.9,-15,-26,-5,17,0.7,-9,-6
O=C(NCc1cccnc1)c1ccc(Cn2c(=S)[nH]c3ccc(Br)cc3c2=O)cc1,14,0.1,7,-12,-11,8,0.6,-18,-13
CC(C(=O)Nc1ncn[nH]1)N1C(=O)c2ccccc2C1=O (stereo unspecified),-0.1,1.2,14,-6,-8,3,-1.3,9,-8
CCc1noc(C)c1C(=O)Nc1nc(-c2cc(OC)ccc2OC)cs1,2.3,-1.2,-4,-9,x,-1,-2.3,14,-9
COc1ccc(C(=O)C2CCN(CC(=O)Nc3cc(C)cc(C)c3)CC2)cc1,-1.2,0.0,-16,-4,-2,-5,-1.0,-20,-4
CN(C)CCOc1ccccc1C(C)(C)C,0.5,0.1,13,-9,-2,3,3.1,-17,-12
CCOC(=O)CCSCC(=O)N1N=C(c2cccs2)CC1c1ccc(C)cc1 (stereo unspecified),0.4,0.0,20,-5,-10,-4,-0.4,2,2
CC12CCC(=O)N1C(C(=O)Nc1cc(C(F)(F)F)ccc1N1CCCCC1)CS2 (stereo unspecified),-0.5,-2.0,-6,-44,x,-4,-2.4,-1,-8
CC(C)C(c1nnnn1C1CCCC1)N1CCN(c2ccccc2F)CC1 (stereo unspecified),-0.3,-1.8,-1,-7,4,6,-2.7,-20,-8
Cc1nccc(-c2sc(-c3cccs3)nc2C)n1,-0.3,-0.3,-10,-15,-4,3,-1.1,-24,-3
COc1ccc(/C=N/Nc2cc(C)nc3c(C)cccc23)cc1,-0.4,-0.3,-7,-17,-10,-2,0.4,4,-8
Cc1ccccc1C(=O)NC(=S)NCCc1ccccc1,0.3,-0.3,6,-15,2,-1,-2.8,0,-11
CCN(CC)C(=O)N1c2ccccc2Sc2ccccc21,-0.2,-1.4,3,-21,-23,-14,-3.0,-2,-5
c1ccc(C2CCC(N3CCC(N4CCCCC4)CC3)CC2)cc1 (stereo unspecified),x,2.4,x,-11,13,x,2.4,x,-1
O=C(NCc1ccc(F)c(F)c1)c1ccc(-c2ccc(F)c(F)c2)c2ccoc12,0.8,x,11,x,x,-12,x,24,x
COc1ccc(Cn2c(=O)oc3ccc(C)cc32)cc1,2.2,0.9,7,-10,1,-7,-0.8,3,3
Cc1ccccc1NC(=O)c1cc(S(=O)(=O)N2CCOCC2)cs1,0.5,0.4,20,-19,-1,-10,-0.3,-13,-6
O=C(Cc1ccccn1)c1ccc(Cl)cc1,-0.3,-1.4,17,-18,x,-13,-1.9,-9,-2
O=C(NCc1ccncc1)C1Cc2c(-c3ccccc3Oc3ccccc3)ccnc2O1 (stereo unspecified),2.8,x,13,x,x,-13,x,-10,x
CC1CCN(S(=O)(=O)c2ccc(-c3nnc(SCc4cccnc4)o3)cc2)CC1,0.1,-0.3,-7,-2,4,12,0.1,-12,-1
Cc1cccc(C)c1NC(=O)CCCn1nc(C)c2c(C)n(-c3ccccc3)nc2c1=O,-0.2,-1.5,10,-18,-13,-14,-0.9,-20,0
Cc1cc(C)cc(NC(=O)C(OC(=O)c2cc[n+]([O-])cc2)c2ccccc2)c1 (stereo unspecified),0.0,1.6,15,-9,x,-11,0.3,-1,1
COc1ccc(/C(O)=C2/C(=O)C(=O)N(CCN3CCOCC3)C2c2ccccn2)cc1OC (stereo unspecified),0.2,0.6,7,-10,-10,1,-1.3,5,-9
CC(=O)Nc1ccc(N(C(=O)CNC(=O)c2ccco2)C(C(=O)NCc2ccco2)c2ccccc2F)cc1 (stereo unspecified),0.2,-0.1,-1,-7,-8,0,-0.4,1,-4
CC1(C)CN(c2ccccc2)C(=O)[C@H]1CC(=O)Nc1ccccc1,0.0,x,-2,x,x,0,x,9,x
O=C(CN(Cc1ccc(F)cc1)C(=O)CNS(=O)(=O)c1ccccc1)NCC1CCCO1 (stereo unspecified),-0.5,-1.0,-8,-10,-3,-3,0.4,-1,-2
CC(C)c1cc(C(=O)NNC(=S)NCc2ccco2)c(O)c(C(C)C)c1,8.1,6.5,11,-8,3,21,3.8,7,-6
C=CCN(c1ccccc1C(=O)NCC(=O)OCC)S(=O)(=O)c1ccc(C)cc1,0.8,-1.0,-1,-17,-12,-8,-0.2,-7,-4
CCOC(=O)c1ccc(NC(=O)CSc2nnc(C3CC3)n2C)cc1,0.5,1.5,18,-19,1,-10,1.4,4,-1
O=C(CNC(=O)c1ccc(Br)o1)NNC(=O)c1ccc(Cl)cc1,0.5,0.0,3,-3,x,-14,0.6,-12,-3
CC(C)(C)C(=O)CSc1nnc(-c2cccs2)n1CC1CCCO1 (stereo unspecified),0.0,0.3,-6,-14,-2,-5,0.5,-7,-13
O=C(Cn1cnc2c(OCc3ccccc3)ncnc21)NCc1ccccn1,0.5,-0.4,16,-7,x,-4,-0.4,0,-4
CCn1c(CSc2nc3ccccc3s2)nnc1SCC(=O)c1ccc(O)cc1O,0.2,0.6,20,-8,-3,-10,0.9,3,1
COc1ccc(CNC(=O)c2cc(S(=O)(=O)N3CCCC3)cn2C)cc1,0.8,1.1,16,2,-5,-7,-0.5,-12,-2
COc1ccc(S(=O)(=O)N(CC(=O)N2CCN(C)CC2)c2ccc(C)cc2)cc1OC,-0.1,0.4,9,-3,-12,-14,1.3,17,-3
CCCCn1c(CN2CCN(c3cccc(Cl)c3)CC2)nc2c1c(=O)n(C)c(=O)n2C,0.3,-0.6,19,-15,-9,0,-0.9,-18,-4
O=C(CCC1CCCC1)Nc1ccon1,-0.1,-0.4,-7,-11,-9,15,-1.7,1,-10
C=CCc1cccc(/C=N/n2c(C)nnc2C)c1O,0.4,1.0,15,7,-3,-5,0.2,-11,-5
CC1(C)OC(=O)C2=C(C[C@@H](CCC(F)(F)F)O[C@H]2c2ccc(F)cc2)O1,0.5,x,22,x,x,-26,x,-14,x
COCCNC(=O)Cn1c(=O)n(CCCC(=O)NCc2ccc3c(c2)OCO3)c(=O)c2sccc21,0.3,-0.3,11,2,8,-8,0.0,-10,-2
COc1ccccc1N1CCN(C(=O)C2CCN(C(=O)c3ccccc3C)CC2)CC1,2.7,3.6,9,-9,-13,4,0.7,3,-1
COc1ccc(CCNC(=O)CCc2cc(OC)c(OC)c(OC)c2)cc1,0.6,0.8,4,-16,-9,-7,-0.1,-6,1
Cc1onc(-c2c(F)cccc2Cl)c1C(=O)N1CCCC1,3.4,x,2,x,x,-2,x,-12,x
CCOC(=O)c1snc2c(=O)[nH]cnc12,-0.1,0.8,-5,4,-8,4,1.3,-5,5
Cc1nnc(SCC(=O)NC(C)c2ccccc2)[nH]c1=O (stereo unspecified),0.4,0.1,15,-4,-5,-6,1.7,-11,-12
CCN(CC)c1ccc(NC(=O)CN(C)Cc2cccs2)cc1,-0.2,-0.4,7,-20,-14,-10,-1.3,-9,-3
